# Compound activity (PubChem BioAssay)
# Tb PYK inh – T. brucei pyruvate kinase inhibition. Q57TT1. TbPYK enzyme, Kinase-Glo Plus ATP luminescence, 45 min. Potency, µM (highest dose often 76.8 µM), without a hit: at the highest dose activity, negative = inhibition, usual class: inhibitors. hit rate 0.12% among 410,000. AID 624173; also: potency is read from the fitted curve at half-maximal effect; % is scaled to controls: 0 for no effect and ±100 for the full control effect; nearly all actives have a fitted effect of over 50% in size
#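 Enzyme and substrate buffer are dispensed first and compound is pin-transferred. ADP at 130 uM final then starts the reaction, which runs 45 min at room temperature. Detection reagent is added for 10 min before luminescence is imaged.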
# Shiga inhibitor – Shiga toxin inhibition | hit rate 9.2% among 290,000 | Vero cells, Shiga toxin protein synthesis inhibition reporter | AID 2315 | inhibition, % at 38.7 µM; in the data active = inhibition mostly above about 28%, no sharp cut-off; inactive = mostly below about 43%; also: 0% is about no effect
# Cycloheximide cs – counter-screen for Shiga toxin inhibitors: cycloheximide protein synthesis inhibition. cell reporter, cycloheximide protein synthesis inhibition counterscreen. max response, %. hit rate 12% among 300,000; in the data active = max response mostly above about 13%, no sharp cut-off; inactive = mostly below about 14%; also: read at 38.3 µM for the half of the compounds with a filed dose; 0% is about no effect
# Pf growth 96h – inhibits malaria parasite growth, 96 h | P. falciparum luciferase reporter growth, 96 h | Potency, µM (series often up to 28.7 µM), inactives show at the top dose activity change, negative = inhibition, most hits filed as inhibitors | hit rate 6.9% among 320,000 | AID 504834; also: potency is read from the fitted curve at half-maximal effect; % is scaled to controls: 0 for no effect and ±100 for the full control effect
#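 P. falciparum expressing integrated firefly luciferase, in erythrocytes at 2% hematocrit, 0.05% parasitemia, incubated with compounds 96 h at 37 C, 5% CO2. Growth inhibition read as loss of luminescence; two-generation exposure targets delayed-death apicoplast inhibitors.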
# LmPK inh – inhibitors of Leishmania mexicana pyruvate kinase; Q27686; purified LmPK, Kinase-Glo ATP luminescence, 1 h; Potency, µM (doses to about 57.5 µM), inactives show top-dose activity change, negative = inhibition, actives largely listed as inhibitors; hit rate 0.37% among 290,000; AID 1721; also: potency is read from the fitted curve at half-maximal effect; % is scaled to controls: 0 for no effect and ±100 for the full control effect
# Target sequence (Q27686 whole entry, looked up): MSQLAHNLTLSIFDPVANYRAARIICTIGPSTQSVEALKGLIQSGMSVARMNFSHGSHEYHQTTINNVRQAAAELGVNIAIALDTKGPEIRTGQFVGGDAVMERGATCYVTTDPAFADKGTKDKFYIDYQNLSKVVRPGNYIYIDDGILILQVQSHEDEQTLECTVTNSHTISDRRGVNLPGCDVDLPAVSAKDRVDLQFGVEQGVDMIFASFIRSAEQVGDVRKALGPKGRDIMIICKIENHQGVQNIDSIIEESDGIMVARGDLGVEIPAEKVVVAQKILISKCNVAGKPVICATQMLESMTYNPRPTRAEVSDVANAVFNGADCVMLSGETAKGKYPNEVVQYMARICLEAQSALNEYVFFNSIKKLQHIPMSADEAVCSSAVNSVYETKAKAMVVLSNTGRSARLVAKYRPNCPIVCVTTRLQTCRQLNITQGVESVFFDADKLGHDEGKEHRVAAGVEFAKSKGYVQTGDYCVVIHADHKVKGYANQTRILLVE
#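 In 50 mM imidazole pH 7.2 with 7 mM MgCl2, LmPK (0.1 nM) turned over PEP (0.5 mM) and ADP (0.1 mM) for 1 h at room temperature. Luciferase read-out of ATP.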
# HCV inhibitor – inhibitors of hepatitis C virus infection. AID 651820. Potency, µM (doses to about 41.8 µM), without a hit: at the top dose activity change, negative = inhibition, hits mostly inhibitors. hit rate 3.4% among 340,000. Huh7.5.1 HCVcc-Cre infection, luciferase reporter, 44 h; also: potency is read from the fitted curve at half-maximal effect; % is scaled to controls: 0 for no effect and ±100 for the full control effect
#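 Luciferase read-out (15 sec integration) after a 15 min room-temperature substrate step quantifies HCVcc-Cre infection. Cells, 1,000 per well, had compound added 4 h post-plating, then virus at ~0.5 moi, and were cultured 44 h.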
# Pf growth 48h – P. falciparum growth inhibition at 48 hours (one generation) | P. falciparum luciferase growth in erythrocytes, 48 h | Potency, µM (doses to about 28.7 µM), inactives show at the top dose activity change, negative = inhibition, actives largely listed as inhibitors | hit rate 5.9% among 310,000 | AID 504832; also: potency is read from the fitted curve at half-maximal effect; % is scaled to controls: 0 for no effect and ±100 for the full control effect
#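 Cell-based growth assay: transgenic P. falciparum expressing firefly luciferase, cultured in red cells within RPMI 1640 containing 0.5% w/v Albumax, 24 mM bicarbonate and gentamycin. A drop in luciferase activity indicates inhibition.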
# Active calls of the source: *; i = inactive; ? = inconclusive; . = no result given; & = joins results of further samples; [ ] = another dose, or the depositor's remark. Unless noted, calls follow the shape of the dose curve; as a rule, active = well fitted curve in the direction sought with a large enough effect; inconclusive = small, poorly fitted or top-dose-only effect, or another doubt; inactive = no such curve, though single readings can be large; an effect the other way counts as inactive or inconclusive.
SMILES,Tb PYK inh,Shiga inhibitor,Cycloheximide cs,Pf growth 96h,LmPK inh,HCV inhibitor,Pf growth 48h
CC1(OC(=O)CCc2ccccc2)C(=O)C=C2C=C(c3ccc(C#N)cc3)N(CCc3c[nH]c4ccccc34)C=C2C1=O (stereo unspecified),-8%,-9,-4,?,-3%[11.5 µM],?,12µM*
COC(=O)c1sc(S(=O)(=O)Nc2ccc(C)c(C)c2)c(C(=O)OC)c1C,-8%,-7,-3,11%,2%,?,-2%
COc1cc(OC)cc(C(=O)Nc2nc(CC(=O)NCCc3ccccc3)cs2)c1,-2%,.,.,?,.,?,-25%
O=C(N/N=C/c1cccc([N+](=O)[O-])c1)c1ccc2c(c1)OCCO2,2%,62*,43*,i,-1%,-17%,153%[activator]
CCCCSc1nnc2nc(C)cc(C)n12,0%,27,11,.,2%,6%,17%
O=C(COC(=O)c1cc([N+](=O)[O-])ccc1NCCO)NCc1cccs1,-3%,-8,18,-14%,0%,-3%,0%
COc1ccc(NC(=O)C2CCCN2c2nn3c(=O)cc(C)nc3s2)cc1 (stereo unspecified),1%,-9,2,?,-4%,11%,25%
COc1ccc(S(=O)(=O)N2CCN(c3ccc(C)cc3C)CC2)cc1OC,-3%,15,-3,24%,-6%,?,0%
COc1cc(C(=O)N=c2sccn2C)c([N+](=O)[O-])cc1OC,-3%,-11,-2,?,-8%,-3%,11%
CCN1CCN(Cc2ccc(NC(=O)c3cc(NC(=O)C(=O)c4c[nH]c5ccccc45)cc(OC)c3)cc2C(F)(F)F)CC1,-7%&1%,25,10,0.13µM*,-1%,-16%[8.37 µM],0.37µM*
C=C(C)c1nc(N)nc(N)n1,5%,-10,12,?,0%,-8%,-17%
Cc1nc(Cl)c2c(n1)NC(=O)CO2,3%,27,1,33%[activator],-3%,21%,8%
COc1ccc(N=C(C)c2c(O)[nH]c(=O)[nH]c2=O)cc1,-5%,-1,2,-6%,-4%,13%,25%
O=S(=O)(NC(=NC1CCCCC1)c1ccccc1)c1ccccc1,-6%,-9,-2,?,-6%,-4%,-8%
CCOC(=O)N1CCN(C(=O)c2ccc3c(c2)NC(=O)C(N2CCOCC2)S3)CC1 (stereo unspecified),-5%,-13,-3,?,-11%,-2%,-1%
Cc1cc(C)c(S(=O)(=O)N2CCCC(C(=O)N3CCCC3)C2)c(C)c1 (stereo unspecified),3%,-4,2,-5%,4%,.,-16%
Cn1c(N)c(C(=O)CCl)c(=O)n(Cc2ccccc2)c1=O,2%,-21,-4,?,3%,4%,?
C=C(C)c1cccc(C(C)(C)NC(=O)N2CCC(C)CC2)c1,-8%,-2,-4,-8%,-3%,1%,.
c1ccc(CCNCc2cccs2)cc1,-2%,-8,-2,0%,-5%,15%,?
Cc1cccc(C(=O)NCCN(C)C)c1,3%,-10,1,.,3%,5%,.
O=C(CCC(=O)N1CCOc2ccccc21)NCCCN1CCN(Cc2ccccc2)CC1,3%,23,-1,?,0%,-9%,44%[activator]
O=C(NCc1ccc(F)cc1)C(c1ccncc1)N(C(=O)c1csnn1)C1CC1 (stereo unspecified),3%,11,-3,70%[activator],-4%,25%,?
O=C(COc1ncnc2ccc(Br)cc12)Nc1ccc(N2CCOCC2)cc1,7%,-7,-1,-10%,-3%,10%,4%
CCOC(=O)c1oc2c(CN3CCCCC3C)c(O)ccc2c(=O)c1-c1ccc(OC)c(OC)c1 (stereo unspecified),-2%,-6,-4,?,0%,-6%&19%,?
Cc1ccc(CNC(=O)C2c3ccccc3C(=O)N3CCc4ccccc4C23)o1 (stereo unspecified),?,7,24,?,2%,-23%,43%[activator]
COc1ccc(-n2c(C)ccc2C)c([N+](=O)[O-])c1,4%,-9,8,14%,1%,-5%,?
O=C(O)C(CCCCNS(=O)(=O)c1ccc(F)cc1)NS(=O)(=O)c1ccc(F)cc1 (stereo unspecified),-1%&-10%,-1&7,-6&3,-14%&25%,-5%&0%,17%&17%,0%&11%
COc1ccc(S(=O)(=O)n2nc(-c3ccc(Cl)cc3)cc2N)cc1OC,2%,-23,-2,?,8%,?,.
CCc1ccc(-c2cc(C(=O)N3N=C(C(F)F)CC3(O)C(F)F)c3ccccc3n2)cc1 (stereo unspecified),-4%,89*,28*,?,5%,?,?
O=C(CCCCC(=O)NNC(=O)COc1ccccc1)NNC(=O)COc1ccccc1,2%,-8,-8,-5%,-7%,-1%,16%
CN(CCOc1ccc(CC2SC(=O)NC2=O)cc1)c1ccccn1 (stereo unspecified),1%&-1%&2%,.,.,-12%,.,-5%&-7%,1%
Cc1cc(C)n2nc(C(=O)OCC(=O)c3ccc(F)cc3)nc2n1,-6%,.,.,-3%,.,4%,-14%
O=C(NCc1ccncc1)C(=O)NCC1OCCN1S(=O)(=O)c1ccc(F)cc1 (stereo unspecified),-1%,31*,-2,-6%,-2%,-5%,16%
COc1ccc(-c2nnn(CC(=O)NCCc3c[nH]c4ccccc34)n2)cc1OC,6%,-5,-1,37%,7%,?,-7%
COc1ccc(NC(=O)CS(=O)(=O)c2ccc(F)cc2)cc1,1%,55,16,31%[activator],-1%,3%,.
Cc1cccc[n+]1CC(=O)Nc1ccc([N+](=O)[O-])cc1Cl,-1%,-9,-3,?,-2%,12%,16%
NS(=O)(=O)c1cc(C(=O)Nc2ccc3c(c2)OCCCO3)ccc1Cl,5%,58*,19*,33%[activator],-6%,-6%,57%[activator]
NC(=O)c1ccccc1N(Cc1ccccc1)S(=O)(=O)c1ccccc1,-6%,-10,-3,14%,-2%,-2%,-8%
CCc1ccc(C(=O)NCc2ccc(Cl)cc2)cc1,24%,37,15*,21%,-1%,2%,27%
CCn1c(/C=C2\C(=O)N(C(C)C)c3ccccc32)nc2ccccc2c1=O,-3%,-9,-2,?,2%,?,3.7µM*
CNc1nc2ccccc2n1N,3%,33,4,24%,-2%,14%,-18%
CCNC(=S)NNC(=O)c1c(Cl)c(C)nn1C,-2%,-2,-2,6%,1%,20%,-3%
O=C1CCC(/C=C/c2ccccc2)=NN1Cc1ccccc1Cl,5%,-19,-3,.,2%,?,-14%
COc1cc(/C=N/NC(=O)c2csc3c2CCCC3)cc(OC)c1O,-9%,17*,-3,-19%,-4%,8%,2%
COc1ccc(CNC(=O)CSc2nccn(-c3ccc(F)c(F)c3)c2=O)cc1,-2%,.,.,10%,.,-9%,0%
CC(C)=CCN1CCN(Cc2cccn2-c2ccccn2)CC1CCO (stereo unspecified),-2%,2,10,?,-6%,?,10%
O=C(c1cccs1)N(c1ccc(Cl)cc1)C1C=CS(=O)(=O)C1 (stereo unspecified),-2%,-1,0,0%,-1%,12%,-6%
Cc1ccc(N(CC(=O)N2CCOCC2)S(C)(=O)=O)cc1C,16%,-4,-2,.,3%,-2%,6%

# 12 structures already listed, arranged by length of the SMILES, ascending:
SMILES,Tb PYK inh,Shiga inhibitor,Cycloheximide cs,Pf growth 96h,LmPK inh,HCV inhibitor,Pf growth 48h
CNc1nc2ccccc2n1N,3%,33,4,24%,-2%,14%,-18%
CCNC(=S)NNC(=O)c1c(Cl)c(C)nn1C,-2%,-2,-2,6%,1%,20%,-3%
CCc1ccc(C(=O)NCc2ccc(Cl)cc2)cc1,24%,37,15*,21%,-1%,2%,27%
O=C1CCC(/C=C/c2ccccc2)=NN1Cc1ccccc1Cl,5%,-19,-3,.,2%,?,-14%
CC(C)=CCN1CCN(Cc2cccn2-c2ccccn2)CC1CCO (stereo unspecified),-2%,2,10,?,-6%,?,10%
COc1ccc(NC(=O)CS(=O)(=O)c2ccc(F)cc2)cc1,1%,55,16,31%[activator],-1%,3%,.
COc1cc(/C=N/NC(=O)c2csc3c2CCCC3)cc(OC)c1O,-9%,17*,-3,-19%,-4%,8%,2%
Cc1cc(C)n2nc(C(=O)OCC(=O)c3ccc(F)cc3)nc2n1,-6%,.,.,-3%,.,4%,-14%
Cc1cccc[n+]1CC(=O)Nc1ccc([N+](=O)[O-])cc1Cl,-1%,-9,-3,?,-2%,12%,16%
NS(=O)(=O)c1cc(C(=O)Nc2ccc3c(c2)OCCCO3)ccc1Cl,5%,58*,19*,33%[activator],-6%,-6%,57%[activator]
CCn1c(/C=C2\C(=O)N(C(C)C)c3ccccc32)nc2ccccc2c1=O,-3%,-9,-2,?,2%,?,3.7µM*
O=C(NCc1ccncc1)C(=O)NCC1OCCN1S(=O)(=O)c1ccc(F)cc1 (stereo unspecified),-1%,31*,-2,-6%,-2%,-5%,16%

# Other entries follow.
SMILES,Tb PYK inh,Shiga inhibitor,Cycloheximide cs,Pf growth 96h,LmPK inh,HCV inhibitor,Pf growth 48h
Cc1cc(-c2ccccc2)nc(N2CCN(c3ccccn3)CC2)n1,-4%,17,10,?,1%,?,3%
CC(C)CCN(C(=O)CNC(=O)c1ccco1)C(C(=O)NC1CCCCC1)c1cccnc1 (stereo unspecified),6%,-2,-3,?,-4%,-4%,-5%
Cc1ccccc1CN1CCNC(=O)C1CC(=O)NCCC1=CCCCC1 (stereo unspecified),-8%,-8,-4,?,-2%,-5%,?
Cc1ccccc1N1CC(C(=O)N2CC(C)CC(C)C2)CC1=O (stereo unspecified),-8%,.,.,0%,.,-2%,15%
Cc1nc2ccc(NC(=O)c3ccc([N+](=O)[O-])cc3)cc2[nH]1,6%,24,14*,99%[activator],1%,-1%,90%[activator]
CC(=O)[C@@H]1[C@@H](C(=O)c2ccc(F)cc2)[C@]2(C(=O)Nc3ccccc32)[C@H]2C=Cc3cc(F)ccc3N12,?,2,1,?,0%,3%,?
CN1/C(=C\C(=O)C(F)F)C(C)(C)c2ccccc21,5%,-5,-1,11%,4%,16%,18%
O=C(NCCCN1CCCCC1)C1CCC(CNS(=O)(=O)c2cccc3nsnc23)CC1 (stereo unspecified),-4%,-1,11,37%[activator],-1%,3%,8%
COc1ccc(Cl)cc1NC(=O)CN(C)C(=O)CSc1ccc2c(c1)OCCO2,1%,.,.,36%[activator],.,?,?
